Nrf2 block – Nrf2 qHTS screen for inhibitors. Potency, µM (doses to about 46 µM), for the others: top-dose activity change, negative = inhibition, usual class: inhibitors. hit rate 2.1% among 360,000. A549 ARE-Fluc reporter, luciferase luminescence, 18-24 h; further: potency means the concentration at half of the fitted maximal effect; on the % scale 0 is the no-effect control and ±100 the full control effect; nearly all actives have a fitted effect of over 60% in size
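Nrf2 activity is the BugLite luminescence, read 15 min after reagent at room temperature, following CellTiter-Fluor cytotoxicity readout (30 min, 37C). Compound titrations were applied for 18-24 h to 5000 A549 ARE_Fluc cells/well in 5% FBS OPTI-MEM.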
A549 tox – Nrf2 qHTS screen for inhibitors: counterscreen for cytotoxicity. hit rate 0.16% among 390,000. A549 ARE-Fluc cells, CellTiter-Fluor viability, 18-24 h. Potency, µM (top dose mostly 46 µM), inactives show at the top dose activity change, negative = cytotoxicity, actives largely listed as inhibitors; further: potency means the concentration at half of the fitted maximal effect; on the % scale 0 is the no-effect control and ±100 the full control effect
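A549 ARE_Fluc cells in 5% FBS OPTI-MEM were exposed to compounds in concentration-response for 18-24 h at 37 deg C. Viability was read by CellTiter-Fluor fluorescence (Ex 405/Em 525) after 30 min, before the luciferase read.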
S2 tox – Viability Counterscreen for Primary qHTS for Inhibitors of ATXN expression. S2 cells (HEK-293 line with an ATXN2-luciferase reporter) viability, CellTiter-Fluor protease fluorescence, 24 h. Potency, µM (highest dose often 56.7 µM), hits mostly cytotoxic. hit rate 0.49% among 400,000; further: potency means the concentration at half of the fitted maximal effect; nearly all actives have a fitted effect of over 40% in size
Nrf2 ARE act – qHTS of Nrf2 Activators. AREc32 ARE-luciferase reporter (MCF7-derived line), luminescence, 24 h. Potency, µM (highest dose often 46.1 µM), inactives show top-dose activation, actives largely listed as activators. hit rate 0.31% among 410,000; further: potency means the concentration at half of the fitted maximal effect; % of control where 0% means no effect; nearly all actives have a fitted effect of over 65% in size
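ARE activation measured as luciferase luminescence (Steady-Glo, 30 min RT) in AREc32_Fluc cells after 24 hr compound exposure at 37 deg C, 5% CO2; cells seeded overnight at 1000/well in OPTI-MEM, 5% FBS.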
Mm-Cpn inhibitor – Inhibitors of TCP-1 ring complex (TRiC) of Methanococcus maripaludis (MmCpn): qHTS | purified Mm-Cpn ATPase, ADP Transcreener TR-FRET | Potency, µM (highest dose often 76.9 µM), for inactives: at the highest dose activity, negative = inhibition, usual class: inhibitors | hit rate 0.031% among 330,000; further: potency means the concentration at half of the fitted maximal effect; on the % scale 0 is the no-effect control and ±100 the full control effect; nearly all actives have a fitted effect of over 80% in size
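ATPase read-out: TR-FRET ADP immunoassay (anti-ADP Eu cryptate vs ADP-d2), ex 320 nm, em 590/665 nm; signal drops as ADP forms. Enzyme 25 nM, ATP 10 uM, 30 min at 37°C after 10 min compound preincubation.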
TGFb inhibitor – qHTS for Inhibitors of TGF-b; AID 588855, 2011; hit rate 1.2% among 410,000; Potency, µM (series often up to 46.1 µM), for the others: at the highest dose activity, negative = inhibition, actives largely listed as inhibitors; HepG2 CAGA-GFP TGF-b/SMAD3 reporter, GFP fluorescence, 18 h; TGF-beta stimulated, 500 pg/mL final; further: potency means the concentration at half of the fitted maximal effect; on the % scale 0 is the no-effect control and ±100 the full control effect; nearly all actives have a fitted effect of over 65% in size
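Inhibition of TGF-beta-driven CAGA-GFP reporter expression in HEPG2 cells is measured by cellular GFP fluorescence after 18 h stimulation with 500 pg/mL recombinant TGF-beta in 1% FBS medium at 37 degrees C.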
HepG2 tox – qHTS for Inhibitors of TGF-b: Cytotox Counterscreen; HepG2 CAGA-GFP viability, ATP luminescence, 18 h; Potency, µM (doses to about 46.1 µM), for inactives: at the top dose activity change, negative = cytotoxicity, hits mostly cytotoxic; hit rate 0.76% among 410,000; AID 588856, 2011; further: potency means the concentration at half of the fitted maximal effect; some results filed as inactive show a strong effect at the top dose
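HepG2 CAGA-GFP cells (1000/well, DMEM with 1% FBS) received compound, then TGF-beta at 500 pg/mL final, and were incubated 18 hours at 37 degrees C. Viability was read by CellTiter-Glo luminescence. Media-only wells were set as complete cell-killing and DMSO as no toxicity.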
Akt phos inh – HTS Assay for Inhibitors of Akt Phophorylation: Primary Screen; activity change, % for hits at 50 µM; Neuro2A IGF-stimulated pAkt S473 HTRF, 20 min; hits give low values; hit rate 0.32% among 360,000; in the data active means activity change below about -80%; inconclusive means mostly about -51% to -80%; further: on the % scale 0 is the no-effect control and ±100 the full control effect
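Neuro2A cells in DMEM with 0.5% FBS, overnight at 37 deg C, given compound at single 50 µM final, then IGF (6 nM final) for 20 min at 37 deg C. Lysed; phospho-Akt Ser473 by HTRF after 24 h, 665/615 ratio.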
CCT chaperon mod – High-Throughput Screening for Modulators of Cytosolic Chaperonin Activity; purified chaperonin ATPase assay, HTRF ADP detection, 30 min; activity change, % (no concentration beside the values), hits read low; hit rate 0.3% among 360,000; AID 651819, 2012; in the data active means activity change below about -30%; further: on the % scale 0 is the no-effect control and ±100 the full control effect
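Nucleotide hydrolysis assay: TRiC at 20–40 nM final (set by batch activity) with 10 uM ATP, 30 min at 37 °C, in presence of 76 uM compound. Detection by competitive ADP HTRF, 30 min ambient.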
* = called active by the depositor; i = inactive; ? = inconclusive; / = no result given. Unless noted, the call rests on the fitted dose curve; in most records, active means well fitted curve in the direction sought with a large enough effect; inconclusive means small, poorly fitted or top-dose-only effect, or another doubt; inactive means no such curve, though single readings can be large; an effect the other way counts as inactive or inconclusive.

SMILES	Nrf2 block	A549 tox	S2 tox	Nrf2 ARE act	Mm-Cpn inhibitor	TGFb inhibitor	HepG2 tox	Akt phos inh	CCT chaperon mod
Cc1ccc(C(=O)NCc2ccco2)cc1S(=O)(=O)N1CCCC1	-12%	5%	i	2.7%	1%	-16%	0%	i	-1.4
COC(=O)c1ccccc1Nc1ccnc(Cl)n1	-4%	2%	i	-0.4%	/	0%	20µM*	i	-1.2
N=C1CCCN1CC(=O)c1cccs1	6%	1%	i	-0.7%	-2%	0%	-38%	i	-1.1
Cc1c(NC(=O)COC(=O)c2ccccc2O)c(=O)n(-c2ccccc2)n1C	/	/	i	-2.2%	/	-13%	1%	i	-1.7
CC(C)c1cc(-c2cc(-c3ccccc3)on2)nc(NC2CCCC2)n1	-9%	13%	i	3.4%	-2%	-1%	-14%	i	-3.0
CCOC(=O)C1=NNC(C(=O)c2ccc(Cl)cc2)C1c1ccccc1 (configuration not stated)	1%	1%	i	-0.1%	-1%	-18%	-36%	i	-3.4
O=C(O)C1Cc2ccccc2CN1C(=O)CSc1nnc2ccccn12 (configuration not stated)	11%	5%	i	-0.1%	0%	1%	11%	i	-1.4
O=C(Nc1ccccc1C(F)(F)F)c1ccccc1Br	3%	1%	i	0.3%	-3%	-4%	-23%	i	0.2
O=C(Cn1c(O)c(/C=C2\C=Nc3ccccc32)sc1=O)N1CCOCC1	-12%	-5%	?	-0.8%	-1%	18%	-19%	i	0.0
COc1ccc(N2CCN(C(=O)/C=C/c3ccco3)CC2)cc1	-13%	8%	i	2.0%	-5%	-1%	-9%	i	0.5
Cc1cccc(C)c1OCC(=O)Nc1ccccc1C(=O)N1CCOCC1	3%	7%	i	-0.3%	1%	-4%	0%	i	-1.9
COc1ccc(-n2c(SCC(=O)N3CCc4ccccc43)nnc2-c2c[nH]c3ccccc23)cc1	3%	3%	i	-0.5%	-6%	4%	-1%	i	0.1
O=C(NC1CCCCC1)C1CCCN1C(=O)Nc1ccccc1 (configuration not stated)	1%	3%	i	-0.3%	-5%	1%	0%	i	-2.4
Cc1ccc(C)c(Cn2c(SCC(=O)N(C)Cc3ccccc3)nc3ccccc32)c1	/	-25%	?	4.5%	/	?	-7%	/	/
CC(C)n1cnnc1SCC(=O)Nc1ccc(Br)cc1F	2%	7%	i	0.2%	-3%	3%	-10%	i	2.1
COc1ccc(/C=N/NC(=O)C2CCN(c3ncc(C(F)(F)F)cc3Cl)CC2)cc1	6%	-2%	i	-0.6%	-7%	?	1%	i	1.4
CCn1nnnc1SCC(=O)Nc1cc(OC)cc(OC)c1	-1%	-11%	i	-0.1%	1%	?	-79%	i	-2.9
CCOC(=O)C1=C(C)N(CCCC(=O)O)C(=O)NC1c1cccs1 (configuration not stated)	-8%	-1%	i	0.3%	/	-3%	-2%	i	-1.2
COc1cc(OC)cc(C(=O)N2CCN(C3CCN(Cc4ccccc4)CC3)CC2)c1	-4%	-3%	i	0.0%	2%	0%	-2%	/	1.9
Cc1cc(CSC(=N)N)c(CSC(=N)N)cc1C	9%	0%	i	-0.5%	3%	0%	9%	i	-0.2
CCCCN(C(=S)Nc1cccc(C)c1C)c1c(N)n(CCC)c(=O)[nH]c1=O	-16%	0%	i	0.1%	2%	18%	3%	i	-1.6
COc1cccc2c3c(c(C)nc12)CC(C)O3 (configuration not stated)	16%	5%	i	0.5%	-1%	1%	-10%	i	-1.2
CC1Oc2ccccc2C=C1/C=C1/SC(N2CCOCC2)=NC1=O (configuration not stated)	?	-1%	i	6.6%	0%	-1%	-21%	i	-39*
COc1ccc(Nc2cc(C)c3cc(NC(=O)Cc4ccc(Cl)cc4)ccc3n2)cc1	?	-18%	i	0.7%	/	?	-43%	/	/
O=C(c1cccc(Cl)c1)N1CCN(C2CCCCCC2)CC1	/	12%	i	-1.0%	0%	3%	9%	i	0.3
COc1ccc2cc(C3NC(=O)c4ccccc4N3)c(Cl)nc2c1 (configuration not stated)	-15%	7%	i	-0.4%	2%	-12%	-26%	i	-1.5
COc1ccc(-c2noc(N(C)CC(=O)Nc3cccc(C(F)(F)F)c3)n2)cc1	-11%	-18%	i	5.2%	0%	?	0%	i	-1.1
Cc1ccc(NC(=O)Cc2c(F)cccc2Cl)cc1S(=O)(=O)N1CCOCC1	-2%	-1%	i	0.5%	1%	-22%	-12%	i	-2.6
Cc1sc(-c2ccccn2)nc1OC(=O)c1ccc(Cl)c(Cl)c1	18%	-3%	i	-0.3%	1%	-5%	9%	i	-2.7
O=C(Nc1cccc(Cl)c1)NC1CCN(C2CCCCC2)C1 (configuration not stated)	1%	-9%	i	-0.9%	0%	2%	-14%	i	-1.5
OC(CNCc1ccc(Cl)cc1)(c1ccccc1)c1ccc(F)cc1 (configuration not stated)	-7%	0%	i	6.1%	0%	?	-40%	i	-3.5
COc1ccc(S(=O)(=O)NCC2CCCN(C(=O)CC3CCCC3)C2)cc1 (configuration not stated)	?	6%	i	4.4%	-2%	-26%	-9%	i	-1.7
CCc1ccc2c(c1)c(N=NC1=NC(=O)CS1)c(O)n2CC	?	?	i	3.9%	-2%	?	-22%	i	-0.6
Cn1c(Cl)nc2ccccc21	3%	3%	i	0.2%	-2%	28%	1%	i	-4.2
CC1CCCCN1CC(=O)Nc1ccc(N2CCCCCC2)cc1 (configuration not stated)	21%	-4%	?	0.1%	-6%	0%	-4%	i	-1.7
O=C1COCCOCCOCCOCC(=O)NCCN1	-8%	0%	i	0.0%	-3%	7%	12%	i	0.0
COc1ccc(/C=C2/SC(=S)N(CCCC(=O)Nc3ccccc3C(=O)O)C2=O)cc1	?	-2%	i	-1.8%	1%	-9%	-6%	i	-0.6
CCn1c(=O)c(C(=O)NNC(=O)c2ccccc2Br)c(O)c2ccccc21	?	?	i	2.1%	1%	?	-10%	i	-0.9
Cc1[nH]c2ccccc2c1C(C[N+](=O)[O-])c1ccco1 (configuration not stated)	1%	1%	i	?	0%	-15%	-13%	i	-3.5
Cc1ccc(Sc2ccc(S(=O)(=O)Nc3ccc(C(=O)O)cc3)cc2)cc1C	-25%	6%	i	0.1%	2%	?	-99%	i	-1.1
C[C@@H]1CCCCO[C@@H](CN(C)Cc2ccc3c(c2)OCO3)[C@@H](C)CN([C@H](C)CO)C(=O)c2cc(NS(=O)(=O)c3ccccc3)ccc2O1	/	/	?	5.5%	/	?	-52%	i	-1.4
COc1cccc(N2CCN(C(=O)c3c(C)nn(-c4ccccc4)c3C)CC2)c1	8%	4%	i	2.2%	2%	-1%	-16%	i	0.0
COC(=O)[C@@]1(C)[C@H]2C(=O)N(C)C(=O)[C@H]2[C@H]2CN(C)C(=NC3CCCCC3)N21	6%	9%	i	0.7%	-2%	-16%	-2%	i	-1.4
CSc1ccc(/C=N/NC(=O)c2ccc(O)cc2)cc1	-7%	-7%	i	7.3%	-2%	2%	-60%	i	-0.6
COCCn1c(SCc2nc3sc(C(=O)OC)c(C)c3c(=O)[nH]2)nc2ccccc21	-18%	-1%	i	-0.6%	2%	24%	-14%	i	-1.7
CCOc1ccc(OCC(=O)OC(C)C(=O)Nc2ccc(Cl)cn2)cc1 (configuration not stated)	11%	2%	i	-0.7%	1%	-3%	-1%	i	0.7
Cc1ccc(N2CN=c3s/c(=C\c4cccnc4)c(=O)n3C2)cc1	?	2%	i	6.1%	-1%	-7%	-7%	i	-0.3
C/C=C/n1ccnc1CC(O)(c1ccccc1)c1ccc(C)cc1 (configuration not stated)	-3%	-5%	i	-0.6%	/	1%	25%	i	-2.0

In the list so far, these contain a furan ring, fused or not.
SMILES	Nrf2 block	A549 tox	S2 tox	Nrf2 ARE act	Mm-Cpn inhibitor	TGFb inhibitor	HepG2 tox	Akt phos inh	CCT chaperon mod
Cc1ccc(C(=O)NCc2ccco2)cc1S(=O)(=O)N1CCCC1	-12%	5%	i	2.7%	1%	-16%	0%	i	-1.4
COc1ccc(N2CCN(C(=O)/C=C/c3ccco3)CC2)cc1	-13%	8%	i	2.0%	-5%	-1%	-9%	i	0.5
Cc1[nH]c2ccccc2c1C(C[N+](=O)[O-])c1ccco1 (configuration not stated)	1%	1%	i	?	0%	-15%	-13%	i	-3.5

Reprinted from the entries so far (2 entries):
SMILES	Nrf2 block	A549 tox	S2 tox	Nrf2 ARE act	Mm-Cpn inhibitor	TGFb inhibitor	HepG2 tox	Akt phos inh	CCT chaperon mod
Cc1ccc(N2CN=c3s/c(=C\c4cccnc4)c(=O)n3C2)cc1	?	2%	i	6.1%	-1%	-7%	-7%	i	-0.3
C/C=C/n1ccnc1CC(O)(c1ccccc1)c1ccc(C)cc1 (configuration not stated)	-3%	-5%	i	-0.6%	/	1%	25%	i	-2.0

(continued)
SMILES	Nrf2 block	A549 tox	S2 tox	Nrf2 ARE act	Mm-Cpn inhibitor	TGFb inhibitor	HepG2 tox	Akt phos inh	CCT chaperon mod
Cc1ccc2c(c1)N(CCCC(=O)NCCCN1CCCC1=O)C(=O)CO2	12%	-9%	i	-0.6%	0%	5%	6%	i	-2.4
CC(C)c1nc2sc3c(=O)[nH]cnc3c2c2c1CCCC2	-11%	0%	i	0.1%	-1%	26%	4%	i	-12
O=C(CCn1c(=O)c2ccccc2n(CC(=O)Nc2ccc(F)cc2)c1=O)NCCc1ccccc1	5%	-3%	i	-0.9%	/	-2%	1%	/	/
Cc1ccc2c(c1)NC(=O)C(CC(=O)NC1CCCCC1C)O2 (configuration not stated)	-19%	-7%	i	-0.4%	3%	0%	4%	i	-0.8
Cc1ccsc1C1C(C#N)=C(N)N(N(C)C)C2=C1C(=O)CCC2 (configuration not stated)	16%	-16%	i	-0.6%	-1%	0%	0%	i	1.8
